OPRM1-OPRD1 ag: agonists of OPRM1-OPRD1 heterodimerization, primary screen, cell-based, luminescence; activation, % at 9.3 µM; cells; 340,000 compounds, 0.3% hits; in the data active = activation above about 18%;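 note: 0% = vehicle-treated cells and 100% = reference agonist; values of inactives mirror those of a sister screen read the other way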
RTF Ca sens act: cardiac RTF calcium sensitivity activators, primary screen, biochemical, IANBD-TnC fluorescence, EC20 calcium | Troponin I, cardiac muscle (Homo sapiens) + Troponin T, cardiac muscle (Homo sapiens) + … | IANBD-labeled TnC RTF fluorescence at EC20 calcium; 0% EC20 calcium, 100% full calcium | activation, % at 7.2 µM | 340,000 compounds, 0.24% hits;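 active = activation above the mean over all tested compounds plus 3 SD, cut at about 30% in these data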;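 note: rise in fluorescence read as greater calcium sensitivity of cardiac thin filaments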
Arrestin-AP2 inh: inhibitors of beta-arrestin/AP2 binding, primary screen, biochemical, GPCR trafficking, flow cytometry | FITC-arrestin peptide / GST-AP2 beads; AP2 beta2 appendage carries R879A mutation | inhibition, % at 10 µM | 340,000 compounds, 0.31% hits | AID 504490, 2011;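 active = inhibition above a set limit, near 3 SD of compounds lacking own fluorescence, cut at about 54% in these data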;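 note: plate controls were DMSO wells for no effect and 5 µM unlabelled arrestin peptide for full effect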
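Measured by: flow cytometry, FL1 (488/535 nm); Material: AP2 appendage R879A on GSH beads; Evaluation: percent response; Timing: pre-incubation 12 min, peptide binding 1 h, room temperature; Also added: 50 nM FITC-arrestin peptide; Medium: PBS with 0.05% Tween 20 and 0.1% BSA.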
Pemphigus Ab inh: inhibitors of pemphigus antibody binding to DSG3, primary screen, biochemical, bead-based, flow cytometry, scFv-GFP | Desmoglein-3 (Homo sapiens), P32926 | DSG3-coupled beads, scFv-anti-DSG3-GFP binding; stronger effect = lower value | binding (percent of control), % at 10 µM | 310,000 compounds, 0.48% hits;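 active = binding more than 3 SD below its plate's average and above zero; inconclusive = below that plate limit but binding exactly zero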; note: some compounds called inactive have numbers as strong as hits
Target sequence (P32926 whole entry, looked up): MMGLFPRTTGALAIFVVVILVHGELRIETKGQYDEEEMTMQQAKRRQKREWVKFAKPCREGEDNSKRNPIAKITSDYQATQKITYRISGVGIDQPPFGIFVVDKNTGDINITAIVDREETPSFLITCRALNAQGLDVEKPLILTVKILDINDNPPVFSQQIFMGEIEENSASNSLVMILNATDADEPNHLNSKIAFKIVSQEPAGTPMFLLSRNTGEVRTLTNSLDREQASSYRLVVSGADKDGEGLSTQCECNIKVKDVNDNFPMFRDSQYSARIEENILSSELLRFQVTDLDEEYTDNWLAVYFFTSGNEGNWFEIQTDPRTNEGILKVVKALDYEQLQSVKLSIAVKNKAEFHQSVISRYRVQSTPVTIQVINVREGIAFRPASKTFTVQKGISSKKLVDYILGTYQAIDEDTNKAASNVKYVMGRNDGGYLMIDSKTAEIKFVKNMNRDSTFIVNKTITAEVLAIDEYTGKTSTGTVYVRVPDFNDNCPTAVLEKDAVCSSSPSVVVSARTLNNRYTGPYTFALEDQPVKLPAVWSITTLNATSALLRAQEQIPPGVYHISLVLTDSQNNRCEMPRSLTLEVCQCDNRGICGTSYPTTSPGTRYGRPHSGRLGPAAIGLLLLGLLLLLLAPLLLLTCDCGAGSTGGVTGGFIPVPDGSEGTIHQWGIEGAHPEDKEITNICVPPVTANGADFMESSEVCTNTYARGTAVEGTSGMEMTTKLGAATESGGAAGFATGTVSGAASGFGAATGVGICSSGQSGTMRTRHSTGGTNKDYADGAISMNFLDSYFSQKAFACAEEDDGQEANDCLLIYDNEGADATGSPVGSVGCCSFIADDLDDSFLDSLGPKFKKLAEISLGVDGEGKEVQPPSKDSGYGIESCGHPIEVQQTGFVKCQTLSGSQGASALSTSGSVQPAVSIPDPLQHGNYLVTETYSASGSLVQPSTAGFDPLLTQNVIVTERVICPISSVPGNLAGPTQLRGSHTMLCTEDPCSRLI
Keap1 Nrf2 FP: Keap1-Nrf2 protein-protein interaction inhibitors, primary screen, biochemical, fluorescence polarization, single point. Kelch-like ECH-associated protein 1 (Homo sapiens), Q14145. Keap1 Kelch-Nrf2 peptide fluorescence polarization, 1536-well. inhibition, % at 9.4 µM. 340,000 compounds, 0.15% hits. AID 504523, 2011; in the data active = inhibition above about 12%; inconclusive = no clear call, values can overlap the other calls; inactive = below about 7.3%;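 note: human Keap1 Kelch domain with fluorescein labeled Nrf2 9mer peptide probe; 0% = neutral control wells and 100% = peptide positive control; higher means more block of Keap1 binding to Nrf2 peptide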
V-ATPase pH: regulators of yeast V-ATPase proton pumping, primary screen, pHLuorin cytosolic pH fluorescence; S. cerevisiae; response, % at 10 µM; 350,000 compounds, 0.37% hits; AID 504577, 2011; in the data active = response mostly above about 7.3%, no sharp cut-off; inactive = mostly below about 5.4%; note: actives read high; inactives centre near 0; some compounds called inactive have numbers as strong as hits; reference of the scale not given here
RTF Ca sens inh: cardiac RTF calcium sensitivity inhibitors, primary screen, biochemical, IANBD-TnC fluorescence, EC70 calcium | inhibition, % at 7.15 µM | Troponin I, cardiac muscle (Homo sapiens) + Troponin T, cardiac muscle (Homo sapiens) + … | IANBD-labeled cardiac RTF, Ca2+ fluorescence | 340,000 compounds, 0.12% hits;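 active = inhibition above the mean inhibition of all tested compounds plus 3 SD, cut at about 17% in these data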;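 note: assay run at fixed EC70 calcium of 1.6 mM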
LANA DNA inh: inhibitors of KSHV C-LANA binding to DNA, primary screen, biochemical, fluorescence polarization, FAM-LBS DNA, MBP-C-LANA, single point. inhibition, % at 9 µM. 340,000 compounds, 0.078% hits. AID 504423, 2011;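 active = highest replicate inhibition at or above 60% at 9 µM, even if other replicates fall short; inactive = all replicates below 60% inhibition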;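 note: 0% = neutral control wells and 100% = 4 µM acridine orange control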
Wnt bcat act: Wnt/beta-catenin pathway activators, primary screen, cell-based, plate reader, single point | activation, % at 9.35 µM | AID 743398, 2014 | Wnt/beta-catenin reporter cell assay, activator | 300,000 compounds, 1.2% hits; in the data active = activation above about 30%, passing the limit was not always enough; inconclusive = no clear call, values can overlap the other calls;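 note: 0% = neutral control wells and 100% = positive control wells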
OPRM1-OPRD1 inv: inverse agonists of MOR-DOR heterodimerization, primary screen, cell-based, luminescence | Mu-type opioid receptor (Homo sapiens) + Delta-type opioid receptor (Homo sapiens), … | cell-based MOR-DOR heterodimer luminescence, inverse agonism | inhibition, % at 9.3 µM | 340,000 compounds, 0.21% hits | AID 504357, 2011; in the data active = inhibition above about 22%, passing the limit was not always enough;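 note: 0% = cells with DMSO and 100% = wells without cells with DMSO; values of inactives mirror those of a sister screen read the other way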
Numbers without * were called inactive; ? = inconclusive; / = not tested or not shown. This is a random part of the collection (roughly 3.1% active in at least one column).

SMILES | OPRM1-OPRD1 ag | RTF Ca sens act | Arrestin-AP2 inh | Pemphigus Ab inh | Keap1 Nrf2 FP | V-ATPase pH | RTF Ca sens inh | LANA DNA inh | Wnt bcat act | OPRM1-OPRD1 inv
CCOc1ccccc1N1CC(C(=O)Nc2cc(S(C)(=O)=O)ccc2Cl)CC1=O (centres undefined) | -2.8 | 4 | -9 | 104 | -4 | -1 | -3 | 1.3 | 1 | 15
COc1cccc(-c2nc(N3CCCC3)c3ccccc3n2)c1O | -1.2 | 1 | 19 | 101 | 0 | -2 | 12 | -1.2 | 1 | 6
COc1cc(CNc2ccc3[nH]c(=O)[nH]c3c2)ccc1OCc1ccc(C)cc1 | -0.5 | 2 | 4 | 105 | 5 | 0 | -8 | -0.1 | 44* | 2
CN1CCN(S(=O)(=O)c2ccc(Br)c3nsnc23)CC1 | -3.0 | -3 | 21 | 86 | 1 | -2 | 4 | -0.2 | -5 | 15
COc1ccc(-n2c(SCC(=O)Nc3nccs3)nnc2-c2ccoc2C)cc1 | -1.1 | -8 | -4 | 100 | -5 | 3 | -8 | -1.3 | / | 6
Cc1cc(C)cc(C(=O)NC(=S)Nc2cccnc2)c1 | -3.4 | 4 | 6 | 111 | -1 | 1 | -3 | 0.0 | 1 | 19
CC1CCN(C(=O)c2cc3ccccc3o2)CC1 | -1.4 | 3 | 10 | 83 | -2 | -3 | -8 | -1.6 | / | 8
CCOC(=O)C(CC)Sc1nc(N)c(NC(=O)c2ccc(OC)c(OC)c2)c(=O)[nH]1 (centres undefined) | -1.1 | -1 | -2 | 102 | -5 | -2 | -14 | -1.9 | -5 | 6
O=C(CSc1nc2ncccc2[nH]1)NC1CCCCC1 | -1.7 | -8 | 15 | 99 | -3 | -1 | -13 | 1.5 | -1 | 9
CC1CC(C)CN(c2ccc([N+](=O)[O-])nc2)C1 (centres undefined) | -2.0 | 8 | 3 | 96 | 2 | -2 | -8 | 0.7 | 0 | 10
COc1ccc(C)cc1NC(=O)C(=O)NNC(=O)c1ccco1 | -2.0 | -1 | -6 | / | -5 | 2 | -2 | 0.3 | -2 | 13
CC(=O)c1cccc(OCc2cc(C(=O)NCCC3=CCCCC3)no2)c1 | -1.2 | -3 | -18 | 101 | -3 | 0 | -4 | 0.0 | ? | 6
CCS(=O)(=O)c1ccc2oc(Nc3ccccc3Br)nc2c1 | -1.0 | 2 | 2 | 99 | -1 | -1 | -2 | -1.4 | 36* | 6
Nc1c(-c2n[nH]c(=S)n2-c2ccc(Cl)cc2Cl)cnn1-c1ccccc1 | 1.1 | 3 | 8 | 103 | -3 | 1 | -7 | -0.7 | 1 | -6
COc1cc2nc(N(C)C)nc(N)c2cc1OC | 0.5 | -1 | -6 | 108 | 1 | 1 | -5 | -6.3 | -5 | -2
COc1cc(/C=C/C(=O)N(C)CC(=O)Nc2ccccc2SC)cc(OC)c1OC | -0.7 | 3 | 3 | 100 | -6 | 2 | -10 | 1.8 | 1 | 3
COc1ccc(NC(=O)C(CC(C)C)NC(=O)C2CCC(C)CC2)c(OC)c1 (centres undefined) | 1.3 | 2 | -5 | 95 | 2 | -2 | 7 | 0.5 | 0 | -7
O=C1CCCCC/C1=N/Nc1ccc(OCc2ccccc2)cc1 | -4.0 | -10 | 12 | 112 | 0 | -3 | 3 | 4.1 | 19 | 20
O=C(Nn1cnc2ccccc2c1=O)c1c(F)cccc1F | -1.2 | -3 | 9 | 87 | -2 | -5 | 3 | -1.4 | 44* | 6
O=C1OCC(CC2=C(O)C(=O)OC2)=C1O | -3.0 | -6 | 9 | 97 | 0 | -3 | -4 | -0.4 | -3 | 13
COc1ccc(CCNC(=O)CN2C(=O)NC3(CCCCC3C)C2=O)cc1 (centres undefined) | -1.5 | 0 | 18 | 113 | -4 | -3 | -2 | -5.3 | -1 | 8
Cc1cccc(OCC(=O)N2CCN(C(=O)c3ccc([N+](=O)[O-])cc3)CC2)c1 | -2.0 | 1 | -1 | 85 | -5 | 1 | 0 | 0.4 | -2 | 13
Cc1ccc(NC(=O)N/C=C/c2ccco2)cc1C | 1.9 | 6 | 6 | 97 | -2 | -1 | -9 | -0.6 | / | -9
Cc1cc(C)c(S(=O)(=O)N2CCC(C(=O)NCc3ccncc3)CC2)c(C)c1 | -1.2 | -3 | 0 | 103 | 2 | 0 | -1 | 0.5 | -4 | 8
COc1cc(OC)cc(-c2c(C#Cc3ccsc3)c3cc(-c4cccc5[nH]cc(C=O)c45)ccc3n2C)c1 | 1.5 | -5 | 10 | 93 | -4 | 1 | 0 | 0.4 | -8 | -9
O=C(CSc1nnc(SCc2ccc(Cl)cc2)s1)N1CCN(C(=O)c2ccco2)CC1 | -0.5 | -6 | 20 | / | -2 | -1 | -5 | -0.3 | -1 | 3
CCSc1nc2ccccc2n1C(=O)/C=C/c1ccc(OC)c(OC)c1 | 2.4 | 4 | 1 | 97 | 1 | 3 | -7 | -0.3 | -15 | -14
CCCOc1ccccc1C1CC(=O)Nc2cc3c(cc21)OCO3 (centres undefined) | 4.4 | -1 | 14 | / | 2 | 5 | 0 | 0.1 | -8 | -20
O=C(O)c1cccc(N2C(=O)/C(=C/c3ccc(SCc4ccc(Cl)cc4)o3)SC2=S)c1 | -1.5 | -2 | 5 | 91 | -13 | 0 | 14 | 29 | ? | 8
CC1CCCCC1NC(=O)c1ccc(NC2=NC3CS(=O)(=O)CC3S2)cc1 (centres undefined) | -3.0 | -1 | -12 | 87 | -1 | 0 | -8 | -1.7 | -1 | 15
CCC1CCCCN1CC(=O)Nc1cc(OC)c(OC)cc1C#N (centres undefined) | 4.7 | -3 | 7 | 94 | -7 | 3 | -1 | -0.1 | -11 | -30
Cc1cccc(NC(=O)CNC(=O)CN2C(=O)NC3(CCCc4ccccc43)C2=O)c1C (centres undefined) | -2.3 | 1 | -5 | 99 | 0 | 6 | -14 | 0.1 | 0 | 12
CC(C)Cc1ccc(C(C)C(N)=Nc2ccc(O)cc2)cc1 (centres undefined) | -0.1 | -2 | 10 | 108 | 2 | -3 | -2 | 2.5 | 3 | 1
C/C(=N\NC(=O)C(C)Sc1ccccc1)c1ccc([N+](=O)[O-])cc1 (centres undefined) | -0.2 | 0 | -10 | 99 | -1 | 5 | 3 | -0.3 | 3 | 1
CCOc1ccc(-n2c(C)cc(/C=N\NC(=O)CC(=O)NC3CCCCC3)c2C)cc1 | 1.5 | 0 | 8 | 108 | -2 | -3 | -2 | 3.2 | -4 | -7
CC(=O)c1ccc(OCc2ccccc2)c(C)c1O | 7.1 | 0 | 3 | 101 | 0 | 1 | -7 | -1.0 | 31* | -41
CC(NC(=O)c1cc(S(=O)(=O)N(C)C)ccc1Cl)C1CC2CCC1C2 (centres undefined) | 0.8 | 6 | 6 | / | -7 | 2 | -5 | 1.3 | 0 | -6
COC(=O)CSc1nc2sc3c(c2c(=O)n1-c1ccc(OC)cc1)CCN(C)C3 | -0.2 | 4 | 16 | 91 | -1 | -2 | -2 | / | 2 | 1
O=C(Nc1ccc(SC(F)F)cc1)c1ccc2nccnc2c1 | 0.5 | 7 | 5 | 102 | -8 | 6 | -4 | -0.8 | / | -3
C/C(=N\NC(=S)NCCc1ccccc1)c1ccc(C#N)cc1 | 1.1 | 0 | 3 | / | -4 | -1 | -4 | -0.6 | 3 | -6
CC1CC(C)CN(S(=O)(=O)N2CCCC(C(=O)NC(C)c3ccccc3)C2)C1 (centres undefined) | -0.7 | -1 | 51 | / | 4 | -2 | -6 | -0.5 | -1 | 4
Cc1cc(C)cc(N(C(C)C(=O)NC2CCCC2)S(C)(=O)=O)c1 (centres undefined) | -0.8 | -6 | 37 | 97 | 1 | 0 | 2 | 0.8 | / | 4
Cc1ccc(NC(=O)Nc2cccs2)cc1 | 3.3 | 0 | 24 | 95 | -3 | 23* | -19 | 0.7 | / | -20
Cc1ccccc1NC(=S)N1CCCC(c2nc3ccccc3[nH]2)C1 (centres undefined) | -3.1 | -5 | 5 | 106 | -5 | -2 | 3 | -0.4 | -2 | 16
COC(=O)c1sccc1NC(=O)/C=C/c1c(Cl)cccc1Cl | 0.7 | -4 | -6 | 108 | -1 | 3 | 6 | 6.1 | / | -3
O=c1[nH]c2ccccc2c2nc3ccccn3c12 | -2.9 | 2 | 6 | / | -3 | -5 | 0 | -1.1 | -4 | 15
CCc1ccc(N(CC(=O)Nc2ccccc2C(=O)N2CCCC2)S(C)(=O)=O)cc1 | -2.3 | -5 | 5 | 77 | -1 | -4 | 0 | 0.0 | 2 | 13
Cc1ccc(-n2c(SCC(=O)NCCN3C(=O)CSC3=O)nnc2-c2cccc(C)c2)cc1 | 0.2 | 9 | 15 | 101 | 0 | 0 | 11 | -0.5 | -5 | -1
Cc1cc(=O)n2[nH]c(=O)c(N=Nc3ccccc3)c2[nH]1 | -4.5 | -3 | 3 | 101 | -12 | -1 | -2 | -1.5 | -1 | 24
CCOC(=O)c1ccc(NC(=O)CCc2nc(-c3ccccc3)no2)cc1 | 2.4 | -6 | 5 | 100 | 6 | -2 | -4 | -0.3 | -7 | -15
Oc1ccc(/C=N/N=C/c2ccc(O)c(O)c2)cc1O | -1.2 | 3 | 1 | 116 | -7 | 3 | -1 | 77* | 3 | 6
CC(C)n1c(CCCO)nc2ccccc21 | -1.3 | 2 | -5 | 99 | 2 | 0 | -3 | 4.4 | / | 6
CCCCOc1ccc(CNC(=S)N/N=C/c2ccc(OC)c(OC)c2)cc1 | 1.5 | -1 | 1 | 111 | -1 | -7 | 1 | 0.5 | / | -6
Cc1ccc(-n2cc(-c3ccccc3)c3c(=O)[nH]cnc32)cc1 | -1.7 | 6 | 9 | 125 | -7 | -5 | -6 | -2.6 | 0 | 9
CCOC(=O)C(CC)/C(C)=N\NC(=O)CCC(=O)Nc1ccc(Cl)cc1Cl (centres undefined) | -0.4 | 3 | -9 | 98 | 1 | 0 | -8 | -0.4 | -1 | 2

From PubChem
